G9a inh = qHTS Assay for Inhibitors of Histone Lysine Methyltransferase G9a | G9a H3K9 monomethylation, AlphaScreen, 2 h | AID 504332, 2011 | 350,000 compounds, 8.8% hits | Potency, µM (doses to about 102 µM), for the others: at the top dose activity, negative = inhibition, actives largely listed as inhibitors | Histone-lysine N-methyltransferase EHMT2 (Homo sapiens), Q96KQ7; also: % is scaled to controls: 0 for no effect and ±100 for the full control effect; nearly all actives have a fitted effect of over 75% in size
Target sequence (Q96KQ7 913-1193 limits assumed): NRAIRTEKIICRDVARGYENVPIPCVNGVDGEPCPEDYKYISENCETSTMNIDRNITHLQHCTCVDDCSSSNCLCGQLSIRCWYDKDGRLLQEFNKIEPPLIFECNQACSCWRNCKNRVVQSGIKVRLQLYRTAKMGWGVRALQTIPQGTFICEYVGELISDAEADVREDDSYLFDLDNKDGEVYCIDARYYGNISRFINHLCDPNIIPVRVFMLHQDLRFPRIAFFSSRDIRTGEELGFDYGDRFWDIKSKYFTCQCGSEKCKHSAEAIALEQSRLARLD
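AlphaScreen detection with an anti-monomethyl H3K9 antibody quantified product after a 2 h room-temperature reaction containing 500 nM biotinylated H3K9 peptide, 20 µM SAM and 20 nM enzyme, which had been preincubated 15 min with compound.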
HP1b binding inh = HTS for Inhibitors of HP1-beta Chromodomain Interactions with Methylated Histone Tails; Chromobox protein homolog 1 (Homo sapiens), P83916; AlphaScreen HP1-beta / biotin-H3K9me3 peptide binding; Potency, µM (highest dose often 114 µM), inactives show at the top dose activity change, negative = inhibition, hits mostly inhibitors; 390,000 compounds, 0.56% hits; AID 540317, 2011; also: nearly all actives have a fitted effect of over 70% in size; inactives centre near 23
Target sequence (P83916 whole entry, looked up): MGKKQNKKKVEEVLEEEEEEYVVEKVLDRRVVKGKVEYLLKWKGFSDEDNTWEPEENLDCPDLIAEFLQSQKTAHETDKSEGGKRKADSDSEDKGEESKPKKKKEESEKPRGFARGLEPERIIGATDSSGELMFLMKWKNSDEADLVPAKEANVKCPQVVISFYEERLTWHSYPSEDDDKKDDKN
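HP1-beta protein (50 nM final) preincubated 30 min at room temperature with biotinylated H3(1-18)K9me3 peptide (50 nM) in PBS pH 7.4, 0.01% Tween-20, then compound added for 30 min. AlphaScreen streptavidin donor/nickel chelate acceptor beads (10 ug/mL final), 30 min dark, luminescence read.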
BLM inh = qHTS Assay for Inhibitors of Bloom's syndrome helicase (BLM); Potency, µM (titrated, usually from 56.1 µM), for inactives: at the highest dose activity change, negative = inhibition, actives largely listed as inhibitors; 350,000 compounds, 0.2% hits; recombinant BLM DNA unwinding, fluorescence dequenching; AID 2528, 2010;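 also: plate controls were vehicle for no effect and no enzyme for full effect; nearly all actives have a fitted effect of over 35% in size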
BAZ2B inh = qHTS Assay for Inhibitors of BAZ2B. Bromodomain adjacent to zinc finger domain protein 2B (Homo sapiens), Q9UIF8. AlphaScreen BAZ2B-H3K14Ac peptide displacement. Potency, µM (highest dose often 114 µM), without a hit: at the top dose activity change, negative = inhibition, usual class: inhibitors. 360,000 compounds, 4.4% hits. AID 504333, 2011; also: % is scaled to controls: 0 for no effect and ±100 for the full control effect; nearly all actives have a fitted effect of over 60% in size
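Inhibition is scored as reduced AlphaScreen emission. The BAZ2B/b-H3(5-23)K14Ac complex (50 nM each) in PBS pH 7.4, 0.01% Tween-20 meets compound (up to 110 uM) for 30 min at RT before bead addition.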
GLS inh = qHTS for Inhibitors of Glutaminase (GLS). Glutaminase kidney isoform, mitochondrial (Homo sapiens), O94925. GLS enzymatic activity, qHTS titration. Potency, µM (highest dose often 45.5 µM), for the others: at the top dose activity change, negative = inhibition, actives largely listed as inhibitors. 410,000 compounds, 0.21% hits; also: % is scaled to controls: 0 for no effect and ±100 for the full control effect
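Assay buffer: 45 mM KH2PO4 pH 8.2, 0.02% Tween-20. hKGA acts on L-glutamine (1 mM solution added); product glutamate is reported by an oxidase/peroxidase Amplex Red coupling, with fluorescence taken at baseline and 30 min.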
PGK inhibitor = qHTS Assay to Find Inhibitors of Phosphoglycerate Kinase; PGK/GAPDH coupled, Kinase-Glo luminescence, 60 min; Potency, µM (doses to about 57.5 µM), without a hit: at the highest dose activity change, negative = inhibition, most hits filed as inhibitors; 380,000 compounds, 0.043% hits; AID 602233, 2012; also: % is scaled to controls: 0 for no effect and ±100 for the full control effect; nearly all actives have a fitted effect of over 60% in size
Target sequence (P07378 whole entry, looked up): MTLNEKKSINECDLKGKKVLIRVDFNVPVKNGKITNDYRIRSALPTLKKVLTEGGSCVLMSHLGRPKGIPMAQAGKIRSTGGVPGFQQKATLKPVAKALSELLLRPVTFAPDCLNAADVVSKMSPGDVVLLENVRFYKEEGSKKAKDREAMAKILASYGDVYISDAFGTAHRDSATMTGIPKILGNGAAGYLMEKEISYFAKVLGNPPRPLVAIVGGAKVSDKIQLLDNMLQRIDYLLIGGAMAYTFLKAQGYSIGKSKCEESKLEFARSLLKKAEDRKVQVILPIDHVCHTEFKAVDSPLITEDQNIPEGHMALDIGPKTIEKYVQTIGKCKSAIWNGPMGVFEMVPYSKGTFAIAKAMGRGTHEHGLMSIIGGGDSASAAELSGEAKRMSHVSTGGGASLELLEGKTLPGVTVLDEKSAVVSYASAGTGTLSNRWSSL
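Luminescent ATP detection (Kinase-Glo Plus) follows a 60-minute room-temperature incubation, with wells lacking PGK as controls. Buffer: 100 mM TEA (pH 7.6), 5 mM MgCl2, 0.01% Tween-20. Coupling enzyme GAPDH (100 nM final) supplies unstable 1,3-BPG in-well.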
Pol iota inh = qHTS for Inhibitors of Polymerase Iota; DNA polymerase iota (Homo sapiens), Q9UNA4; Pol iota fluorescent replication assay, 10 min; Potency, µM (doses to about 115 µM), for inactives: at the top dose activity, negative = inhibition, usual class: inhibitors; 390,000 compounds, 1% hits; AID 588590, 2011
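Fluorescent replication assay read twice, at 0 min and 10 min after adding 50 nM (final) substrate. Enzyme (10 nM) and compounds were first incubated 15 min at room temperature; enzyme-free buffer wells were negative controls.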
Pin1 inh = qHTS Assay to Find Inhibitors of Pin1; Potency, µM (highest dose often 115 µM), for inactives: at the top dose activity, negative = inhibition, most hits filed as inhibitors; Pin1 FP peptide displacement, HiFluor488, 10 min; 390,000 compounds, 0.009% hits; Peptidyl-prolyl cis-trans isomerase NIMA-interacting 1 (Homo sapiens), Q13526; active = well fitted inhibition curve with a large enough effect in the polarisation, with a control signal flat, not every such curve was filed as active; inconclusive = small, poorly fitted or top-dose-only effect, or effect the other way, or a change in a side signal; inactive = no such curve, though single readings can be large or run the other way; the % refers to the polarisation; also: % is scaled to controls: 0 for no effect and ±100 for the full control effect
JMJD2A Tudor = qHTS Assay for Inhibitors of JMJD2A-Tudor Domain | Lysine-specific demethylase 4A (Homo sapiens), O75164 | Potency, µM (series often up to 114 µM), without a hit: at the top dose activity change, negative = inhibition, actives largely listed as inhibitors | AID 504339, 2011 | AlphaScreen JMJD2A-Tudor / H3K4me3 peptide binding | 390,000 compounds, 4.4% hits; also: % is scaled to controls: 0 for no effect and ±100 for the full control effect; nearly all actives have a fitted effect of over 50% in size
Starred values were filed as active, the others as inactive; i = inactive; ? = inconclusive; / = not tested or not shown; & = joins results of further samples; [ ] = another dose, or the depositor's remark. Unless noted, calls follow the shape of the dose curve; as a rule, active = well fitted curve in the direction sought with a large enough effect; inconclusive = small, poorly fitted or top-dose-only effect, or another doubt; inactive = no such curve, though single readings can be large; an effect the other way counts as inactive or inconclusive. Potency is read from the fitted curve at half-maximal effect.

Values run as follows: G9a inh	HP1b binding inh	BLM inh	BAZ2B inh	GLS inh	PGK inhibitor	Pol iota inh	Pin1 inh	JMJD2A Tudor
- CC(Cl)C(=O)N1c2ccccc2CCc2ccccc21 (configuration not stated)
    /	32%	0%	8%	-10%	-7%	28%	0%	4%
- COc1ccc2nc(N(Cc3cccnc3)C(=O)CCc3ccccc3)sc2c1
    -8%[59 µM]	47%[activator]	-9%	-5%	-5%	-9%	4%	15%	-29%
- CN(Cc1cc2ccccc2[nH]c1=O)S(C)(=O)=O
    41%[12.7 µM]	8%	0%	-14%	11%	-2%	?	0%	-22%
- COc1ccc(Cc2nnc(NC(=O)C(C)C)s2)cc1
    29%	0%	3%	-3%	6%	-4%	27%	-3%	-19%
- COc1cc(C2c3c(-c4cc(C)ccc4O)n[nH]c3C(=O)N2Cc2cccnc2)cc(OC)c1OC (configuration not stated)
    -30%[59 µM]	59%[activator]	-1%	0%	-8%	-8%	32%[activator]	-6%	-4%
- CN(C(=O)c1ccc2c(c1)OCO2)C1(C)CCS(=O)(=O)C1 (configuration not stated)
    -21%[0.501 µM]	-12%	/	-7%	-2%	-1%	?	-5%	-19%
- O=C(c1cc(-c2ccccc2)on1)N1CCCCCC1
    -9%	0%	-2%	9%	0%	i	35%[activator]	-6%	-4%
- Cn1c(SCC(=O)N2CCc3ccccc32)nnc1C1CC1
    -20%[59 µM]	21%	1%	-1%	-1%	-10%	2%	4%	13%
- CC(C)c1ccc(S(=O)(=O)c2nnn3c2nc(NCc2cccs2)c2sccc23)cc1
    0%[59 µM]	20%	3%	-20%	-6%	-4%	16%	52%[activator]	0%
- CCn1c(CN2CCCCC2)nc2cc(NC(=O)c3cccc([N+](=O)[O-])c3)ccc21
    -28%[59 µM]	44%[activator]	-2%	-34%	-2%	i	12%	-9%	-25%
- O=C(c1cccnc1)N1c2ccccc2Sc2ccccc21
    ?	37%	-1%	/	-13%	0%	-7%	-1%	-2%
- CN(C)c1ccc(-c2nnc3n(Cc4ccccc4)c(=O)c4ccccc4n23)cc1
    -29%[59 µM]	13%	-2%	-27%	5%	i	14%	-3%	-16%
- Cc1ccc(S(=O)(=O)N(C)C)cc1NC(=O)COC(=O)C1COc2ccccc2O1 (configuration not stated)
    -7%	26%	1%	/	-1%	-5%	66%[activator]	0%	-23%
- O=c1c2ccccc2nc(SCc2ccc([N+](=O)[O-])cc2)n1CCCO
    1%[59 µM]	12%	1%	3%	0%	-6%	?	3%	-22%
- Cc1ccc2oc(=O)c(S(=O)(=O)c3ccc(C(C)(C)C)cc3)cc2c1
    0%[59 µM]	53%[activator]	-3%	2%[57.1 µM]	0%	i	22%	4%	-8%
- O=C(COC(=O)C1CC1)Nc1ccc(Cl)cc1Cl
    21%[12.7 µM]	29%	/	6%	5%	-10%	27%	-1%	-4%
- Cc1nnc(SCC(=O)N2CCCCC2)s1
    -6%[59 µM]	16%	-1%	4%	-2%	-3%	3%	-4%	-4%
- COc1cccc([C@@H]2CC=C(C(=O)O)[C@H](c3ccccc3F)N2S(=O)(=O)c2ccc(C)cc2)c1
    14%[2.33 µM]	53%[activator]	/	79µM*	33%[activator]	-5%	-14%	-7%	-6%
- Clc1cccc(-c2ccc(CNCCCN3CCOCC3)o2)c1
    ?	5%	31%[activator]	-35%	7%	-2%	62%[activator]	-2%	-11%
- COCCNC(=S)N/N=C(\C)c1ccc(O)cc1
    56%[activator][59 µM]	37%	0%	-13%	19%	i	2%	6%	-5%
- CCc1nnc(NC(=O)CSc2nnc(CNc3ccc(C)cc3)n2C)s1
    -1%	23%	-4%	-13%	10%	-7%	-20%	-1%	-8%
- Cc1ccc(COc2ccc3c(c2)OCO3)cc1
    ?	3%	-3%	-19%	-6%	-12%	24%	-5%	?
- COc1ccc(CC(=O)NCc2nc3cccnc3n2Cc2ccc(F)cc2)cc1OC
    13%[59 µM]	25%[57 µM]	0%	-1%	-8%	-10%	25%	6%	-3%
- CCOc1ccc(-c2ccc(NS(=O)(=O)c3cc(C)c(C)cc3C)cc2)nn1
    -28%[59 µM]	11%[57 µM]	-8%	-14%	-25%	-1%	-8%	1%	-25%
- Cc1ccc(NC(=O)C(NS(=O)(=O)c2ccc3c(c2)CCC(=O)N3)c2ccccc2)cc1C (configuration not stated)
    ?	17%	-7%	?	3%	6%	-6%	2%	-23%
- CCC(Sc1ccc2nnc(-c3ccc(F)cc3)n2n1)C(=O)OC (configuration not stated)
    -7%[12.7 µM]	27%	-1%	1%	-1%	i	-17%	-6%	-2%
- O=[N+]([O-])c1ccc(C=NNC(=S)NN=Cc2ccc([N+](=O)[O-])cc2)cc1
    /	8%[57 µM]	/	/	-27%	-11%	14µM*	?	-28%
- CC(Sc1nnc(COc2ccc([N+](=O)[O-])cc2)n1-c1ccccc1)C(=O)O (configuration not stated)
    0%	44%[activator]	-1%	-4%	16%	4%	63%[activator]	-8%	11%
- O=C(NCCc1ccccc1)c1cnn(-c2ccc(F)cc2)c1-n1cccc1
    -7%[59 µM]	8%	-3%	-4%	-4%	-3%	7%	2%	-22%
- COc1cccc(-c2nnc(-c3ccc(C(F)(F)F)cc3)o2)c1
    21%[59 µM]	61%[activator]	0%	25%	0%	-8%	5%	1%	14%
- CCN(CC)S(=O)(=O)c1ccc(NC(=O)COc2cccc(-n3cnnn3)c2)cc1
    /	20%	/	/	0%	-4%	20%	15%	-1%
- CCN(CC)CCNC(=O)c1cn(C)c2ccc(S(=O)(=O)N(C)C3CCCCC3)cc2c1=O
    ?	18%	4%	4%	-1%	i	-11%	-2%	-8%
- Cc1c(NC(=O)c2ccc(Cl)nc2)cccc1-c1nc2cccnc2s1
    21%	79%[activator]	-9%	-16%	-7%	-5%	-10%	1%	-3%
- Cc1cc(C)cc(-n2nnc(C(=O)NCc3ccco3)c2N)c1
    ?	26%	4%	-8%	-2%	i	-7%	-3%	-24%
- O=C(COC(=O)CCNS(=O)(=O)c1ccccc1)NNC(=O)c1ccccc1
    3%	-10%	/	12%	9%	-3%	-27%	-8%	-11%
- COC(=O)C1C(=O)c2c([nH]c(C(=O)OCCSC)c2C)CC1C (configuration not stated)
    ?	24%	-8%	-1%	-4%	-5%	-3%	-5%	-27%
- Cc1ccc(NC(=O)/C(C#N)=C/c2ccc(C)s2)c(C)c1
    -4%	18%	-1%	-2%	10%	0%	80%[activator]	?	-11%
- Cc1cc(S(=O)(=O)n2ccnc2C(C)C)cc([N+](=O)[O-])c1C
    8%[59 µM]	23%	-1%	-12%	3%	4%	-8%	9%	-13%
- O=C(COc1ccccc1)N1CCN(S(=O)(=O)Cc2ccccc2)CC1
    -4%	27%	0%	0%	-8%	i	18%	-4%	-12%
- CSc1ccccc1NC(=O)CN(C)C(=O)c1ccc2c(c1)OCCO2
    /	14%	1%	-11%	-3%	0%	68%[activator]	-2%	-16%
- CCOc1ccc(S(=O)(=O)N2CCC(C(=O)N3CCOCC3)CC2)cc1C
    11%	28%	1%	-1%	-15%	-7%	-3%	-1%	-3%
- CCCS(=O)(=O)N1CCC(C(=O)Oc2ccc(OC)cc2)CC1
    /	42%[activator]	-6%	31%[activator]	2%	1%	28%	-6%	-20%
- Cc1ccc(S(=O)(=O)NCc2ccccc2)cc1C(=O)N1CCN(S(=O)(=O)c2ccccc2)CC1
    -24%	15%	/	8%	2%	-10%	28%	9%	-18%
- COCCNC(=O)COC(=O)c1nsc(Cl)c1Cl
    17%[0.501 µM]	-1%	-4%	-3%[57.1 µM]	11%	10%	-9%	0%	?
- Cc1ccc(C(=O)Nc2ccccc2SCC2CSc3nc4ccccc4c(=O)n32)cc1 (configuration not stated)
    13%	21%	-9%	-19%	4%	-9%	25%	-2%	-14%
- CCN(c1cccc(C)c1)C(C(=O)Nc1ccc(OC)cc1)c1cc2c(cc1[N+](=O)[O-])OCO2 (configuration not stated)
    ?	?	-17%	?	-10%	-2%	179%[activator]	-5%	?
- Cc1ccc(C2=NS(=O)(=O)N(C)C(C(=O)N(C)C3CCCCC3)=C2)cc1
    ?	33%	-4%	-33%	-1%	-6%	12%	-2%	-34%
- Cc1ccc(SCCC(=O)NC(C(C)C)C(C)C)cc1
    29%[59 µM]	66%[activator]	-6%	0%	2%	/	37%	10%	3%
- O=C(CCc1ccccc1)Nc1ccccc1[N+](=O)[O-]
    ?	-16%	-3%	-27%	1%	11%	30%	-6%	-27%
- Cc1ccc(-c2csc(NC(=O)COc3ccc(N(C)S(=O)(=O)c4ccc(C)cc4)cc3)n2)cc1
    12%[59 µM]	10%	-2%	-3%	2%	-3%	-8%	65%[activator]	-32%
- CCOC(=O)c1cccc(S(=O)(=O)N(CCO)Cc2cc3cc(OC)c(OC)cc3[nH]c2=O)c1
    23%[59 µM]	27%	-1%	/	2%	i	-2%[58.9 µM]	-2%	-3%
- NCCCCC(NC(=O)C1CCCN1C(=O)C1CSSCC(N)C(=O)NC(Cc2ccc(O)cc2)C(=O)NC(Cc2ccccc2)C(=O)NC(CCC(N)=O)C(=O)NC(CC(N)=O)C(=O)N1)C(=O)NCC(N)=O (configuration not stated)
    25%	/	-2%	5%	2%&0%	/	/	/	/

This is a subset; rates above refer to the full screens.
